Screens from PubChem BioAssay.
APP transl inh: inhibitors of APP translation via 5'UTR reporter, primary screen, APP 5'UTR luciferase, SH-SY5Y cells; AID 1285, 2008; inhibition, % at 2 µM; SH-SY5Y APP 5'UTR-luciferase reporter, luminescence; 190,000 compounds, 0.82% hits;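 active means inhibition above a set limit, derived from the sample mean plus 3 SD, cut at about 45% in these data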; further: values of inactives mirror those of a sister screen read the other way
STAT3 activator: IL-6 driven STAT3 reporter potentiators, primary screen, U3A cells, luciferase, luminescence, MLSCN library; IL-6 STAT3-luciferase reporter; 100% = signal with IL-6 EC80 alone; activation (% of control), % at 5.6 µM; 190,000 compounds, 0.91% hits; AID 871, 2007;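 active means activation above the screen-wide mean of compound activation plus 3 SD, cut at about 130% in these data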;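 further: 0% = background luminescence of wells with medium and substrate only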
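Material: STAT3-luciferase reporter U3A cells. Controls: IL-6-treated wells, 100% activation. Read-out: % activation versus median of IL-6-stimulated wells. Probe or stimulus: IL-6 stimulus at 33 ng/mL final. Timing: compound 1 h, then IL-6 6 h at 37 °C. Signal: reporter luminescence signal.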
ROMK mod: ROMK potassium channel modulators, primary screen, cell-based, thallium flux, MLSMR library. ATP-sensitive inward rectifier potassium channel 1 (Homo sapiens), P48048. Tet-inducible ROMK, thallium flux fluorescence; actives lie on both sides. B-score at 10 µM. 130,000 compounds, 2% hits. AID 1918, 2009;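 active means signal ratio slope over the read window, or its plate-corrected B-score, at least 3 SD from the plate mean, either direction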;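 further: B-score of the F/F0 ratio slope over 7 to 12 s after thallium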
Target sequence (P48048 whole entry, looked up): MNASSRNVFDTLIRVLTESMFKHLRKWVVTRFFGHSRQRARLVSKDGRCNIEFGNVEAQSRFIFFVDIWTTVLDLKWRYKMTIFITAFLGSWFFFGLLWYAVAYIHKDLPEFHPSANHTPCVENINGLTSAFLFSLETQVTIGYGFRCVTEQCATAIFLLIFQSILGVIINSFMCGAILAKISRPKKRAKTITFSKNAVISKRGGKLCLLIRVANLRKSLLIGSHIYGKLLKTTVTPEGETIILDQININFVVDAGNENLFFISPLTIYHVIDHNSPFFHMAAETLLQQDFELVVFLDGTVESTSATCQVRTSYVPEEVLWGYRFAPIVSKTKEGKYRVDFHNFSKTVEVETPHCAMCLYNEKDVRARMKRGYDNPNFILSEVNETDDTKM
APP 5'UTR act: activators of APP 5'UTR luciferase reporter, primary screen, SH-SY5Y cells. SH-SY5Y APP 5'UTR luciferase reporter, luminescence; zero percent = DMSO vehicle wells. activation, % at 2 µM. 190,000 compounds, 1% hits;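 active means activation above a set limit, based on mean plus 3 SD of controls, cut at about 140% in these data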; further: values of inactives mirror those of a sister screen read the other way
STAT1 act: STAT1 signaling activators, primary screen, cell-based, HTS, luciferase reporter | NIH 3T3 STAT1-luciferase reporter, IFN-gamma, luminescence; 100% = IFN-gamma alone, no compound | AID 932, 2007 | 200,000 compounds, 2.6% hits | activation (% of control), % at 5.5 µM;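 active means activation above the screen-wide mean activation plus 3 SD, cut at about 130% in these data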;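 further: raw ratio to IFN-gamma control signal so 100% means no change and 0% no light; values of inactives mirror those of a sister screen read the other way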
FLuc stim CS: FLuc activators, initial screening, artefact control for FLuc-dependent activation tests, biochemical, ATPlite luminescence. Luciferin 4-monooxygenase (Photinus pyralis), P08659. ATPlite luciferase biochemical, 10 min; 0 = ATP-free wells, 1 = DMSO control. activation factor at 10 µM. 200,000 tested, under 10 active;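 active means luciferase activation factor, scaled between plate controls, of at least 2 with compound at 10 µM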
Target sequence (P08659 whole entry, looked up): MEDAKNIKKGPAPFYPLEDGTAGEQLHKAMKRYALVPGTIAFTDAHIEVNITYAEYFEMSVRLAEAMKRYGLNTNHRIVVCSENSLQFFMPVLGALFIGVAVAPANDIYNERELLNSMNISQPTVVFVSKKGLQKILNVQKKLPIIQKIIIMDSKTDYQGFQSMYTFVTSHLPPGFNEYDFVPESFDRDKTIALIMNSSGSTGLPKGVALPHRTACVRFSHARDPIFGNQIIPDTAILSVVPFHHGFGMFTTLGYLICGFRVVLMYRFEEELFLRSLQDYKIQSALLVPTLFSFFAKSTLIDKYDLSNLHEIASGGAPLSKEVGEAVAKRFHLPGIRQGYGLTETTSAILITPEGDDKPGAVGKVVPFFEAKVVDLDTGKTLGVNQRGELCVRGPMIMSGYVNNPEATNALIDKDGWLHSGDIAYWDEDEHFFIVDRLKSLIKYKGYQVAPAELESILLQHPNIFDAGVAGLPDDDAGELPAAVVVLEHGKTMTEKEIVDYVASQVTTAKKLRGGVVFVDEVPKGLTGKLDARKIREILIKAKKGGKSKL
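Assay system: Luciferase/luciferin detection reagent, cell-free biochemical luciferase assay / Read-out: luciferase activation / Benchmarks: No-ATP low control, compound-free enzyme-plus-ATP high control / Medium: PBS buffer for ATP / Detection: luminescence measurement of luciferase light output / Schedule: 10 min at ambient temperature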
FLuc inh counter: firefly luciferase enzyme inhibitors, primary screen, artefact control for luciferase-based inhibitor screens, biochemical, luminescence, ATPLite; 200,000 compounds, 1.5% hits; 10 min; Luciferin 4-monooxygenase (Photinus pyralis), P08659; inhibition, % at 10 µM; AID 1006, 2008;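 active means inhibition above about 50% when tested at 10 µM, limit read from the data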
NF-kB expr up: activators of NF-kB expression in neurons, primary screen, cell-based, HTS; 190,000 compounds, 1.6% hits; fold change at 12.5 µM; AID 1239, 2008; human neuronal cells, NF-kB reporter expression; hits give high values; in the data active means fold change above about 3.3
STAT3 blocker: IL-6 driven STAT3 reporter inhibitors, primary screen, U3A cells, luciferase, luminescence, MLSCN library | IL-6 STAT3-luciferase reporter; host cell line lacks STAT1 | inhibition, % at 5.5 µM | AID 862, 2007 | 190,000 compounds, 0.89% hits;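 active means inhibition above the mean inhibition across all screened compounds plus 3 SD, cut at about 44% in these data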;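 further: 0% = DMSO only wells and 100% = 100 µM nifuroxazide control wells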
STAT1 blocker: STAT1 signaling inhibitors, primary screen, cell-based, HTS, luciferase reporter | 200,000 compounds, 0.35% hits | NIH 3T3 STAT1-luciferase reporter, IFN-gamma, luminescence | inhibition, % at 5.5 µM;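 active means inhibition above a set limit, the mean inhibition across all tested compounds plus 3 SD, cut at about 34% in these data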;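 further: 0% = IFN-gamma with DMSO and 100% = IFN-gamma with 300 µM nifuroxazide; values of inactives mirror those of a sister screen read the other way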
The depositor's hits bear a star; x = not tested or not shown.

Every second line gives: APP 5'UTR act	APP transl inh	FLuc inh counter	STAT1 act	FLuc stim CS	ROMK mod	NF-kB expr up	STAT1 blocker	STAT3 blocker	STAT3 activator
COc1ccccc1C(=O)Nc1c2c(nn1-c1cccc(C)c1C)CS(=O)C2 (configuration not stated)
  21.1	-21.1	-2.9	94.0	1	x	0.98	6.6	10.3	95.5
CC(C)(C)NC(=O)C1Cc2ccccc2CN1 (configuration not stated)
  -1.5	1.5	-1.1	99.7	1	1.18	1.12	1.0	5.2	96.2
COC(=O)c1ccc2c(=O)n(CCCCCC(=O)N3CCN(c4ccccc4)CC3)c(=O)[nH]c2c1
  0.8	-0.8	0.9	98.6	1	x	0.44	1.5	21.0	85.9
Cc1ccc(-n2ncc3c(N4CCN(c5ccc(F)cc5)CC4)ncnc32)c(C)c1
  8.7	-8.7	-6.6	102.5	1.1	x	0.86	-2.6	69.6*	43.7
c1ccc(Cc2noc(CN3CCC(CN4CCOCC4)CC3)n2)cc1
  2.9	-2.9	-2.0	105.2	1	x	1.04	-7.7	-0.5	105.0
O=C(NCc1ccccc1)NC1(C(=O)N2CCN(c3ncccn3)CC2)CCCCC1
  -13.8	13.8	-6.6	98.1	1.1	x	1.11	2.0	4.7	100.6
COC(=O)CSc1nnc(-c2cccs2)n1-c1ccc(Cl)cc1
  0.6	-0.6	-6.2	96.1	1.1	x	1.03	4.3	3.5	100.7
COc1ccc(CC(=O)N2CC3(C)CC2CC(C)(C)C3)cc1OC (configuration not stated)
  1.0	-1.0	-3.4	99.2	1	x	0.99	0.9	8.5	94.8
O=C(N/N=C1/CC(c2ccccc2)Oc2ccccc21)C1CC1 (configuration not stated)
  14.0	-14.0	-4.4	97.7	1	0.0609	1	2.6	-12.2	108.0
CCCCOC(=O)Cn1c(-c2ccccc2)nc2ccccc2c1=O
  -15.1	15.1	-1.6	102.1	1	0.0437	1.25	0.1	-1.3	99.1
C=CCNC(=O)COC(=O)CNC(=O)c1cc(Cl)cc([N+](=O)[O-])c1
  0.6	-0.6	-5.3	103.9	1.1	0.319	1.06	-4.5	1.2	105.7
Cc1cc(C)nc(NC(=O)NS(=O)(=O)N2CCCCCC2)n1
  -2.1	2.1	-3.8	98.1	1	0.772	1.51	2.0	3.7	103.1
O=C(CS(=O)(=O)Cc1ccccc1)Nc1ccc(Cl)cn1
  20.8	-20.8	-1.9	107.0	1	0.355	1.39	-7.4	-0.9	102.6
CC1=NN(C(C#N)c2ccccc2C)C(C)(C)C1 (configuration not stated)
  -6.6	6.6	-6.4	100.5	1.1	0.779	1.19	-3.9	3.1	101.4
CCOc1c2ccc(C(=O)NCc3ccc4c(c3)OCO4)cc2nn1CCOC
  3.3	-3.3	0.2	100.0	1	1.05	1.17	0.0	7.6	99.4

Further compounds:
Every second line gives: APP 5'UTR act	APP transl inh	FLuc inh counter	STAT1 act	FLuc stim CS	ROMK mod	NF-kB expr up	STAT1 blocker	STAT3 blocker	STAT3 activator
CCOC(=O)N1CCN(C(=O)CCCCn2c(=S)[nH]c3ccsc3c2=O)CC1
  24.6	-24.6	-2.1	75.4	1	-0.114	0.88	26.0	10.5	93.1
COCCNC(=O)CN(Cc1ccc(Cl)cc1)S(C)(=O)=O
  -2.4	2.4	-6.9	108.8	1.1	x	1.08	-9.5	5.2	97.0
CSc1ncc(Cl)c(C(=O)Nc2nnc(SC)s2)n1
  7.1	-7.1	-7.9	103.3	1.1	x	1.14	-3.5	7.4	97.9
COC(=O)[C@@H](NC(=O)N1CCN(c2cccc(C(F)(F)F)c2)CC1)C(C)C
  -1.3	1.3	-1.8	99.0	1	-0.48	1.08	1.0	12.1	91.7
CN1CCN(CC(=O)Nc2ccc([N+](=O)[O-])cc2Br)CC1
  13.7	-13.7	-8.0	103.1	1.1	-0.302	1.09	-5.5	0.4	107.7
CC(C)CCN1C(=O)c2ccc(C(=O)NCc3ccco3)cc2C1=O
  4.6	-4.6	-10.2	94.6	1.1	0.611	0.9	5.8	1.6	101.8
CC1=NN(c2ccc(Br)cc2)C(=O)/C1=C/c1cccs1
  1.1	-1.1	-0.7	86.5	1	x	1.48	15.1	-94.2	181.0*
O=C1CC(c2ccc(Cl)cc2)CC(O)=C1C=NCCN1CCNCC1 (configuration not stated)
  6.0	-6.0	-6.3	99.6	1.1	x	1.19	0.5	2.6	100.4
COCC(=O)Nc1nc2n(n1)C(c1ccc(OC)cc1)CC(c1ccc(OC)cc1)N2 (configuration not stated)
  1.2	-1.2	-6.0	98.4	1.1	-0.705	1.11	1.7	-2.2	107.4
COc1cccc(CNC(=S)NC2CCCC2)c1
  6.5	-6.5	-7.6	94.8	1.1	0.166	0.95	5.9	13.2	90.8
CCCCn1nc(C(=O)NC2=NCCS2)c2ccccc2c1=O
  -12.9	12.9	-5.9	94.1	1.1	-0.598	0.69	6.5	2.6	101.0
Cc1ccc(OC(C)C(=O)Nc2ccc(S(=O)(=O)Nc3cc(C)on3)cc2)cc1 (configuration not stated)
  6.8	-6.8	-0.9	101.0	1	x	0.99	-1.0	2.0	99.6
Cc1ccc(C(=O)Oc2ccc(N3C(=O)CCC3=O)c(C)c2)cc1
  2.1	-2.1	54.3*	111.1	0.5	0.253	1.08	-14.9	-4.6	104.9
Cc1cc(C)cc(OCc2nnc(SCC(=O)Nc3ccccc3)o2)c1
  4.0	-4.0	-2.8	104.2	1	0.0501	1.06	-1.2	-0.1	102.6
CN(C)S(=O)(=O)c1ccc(Cl)c(C(=O)OCC(=O)NC(=O)c2cccn2C)c1
  -13.3	13.3	-7.7	101.9	1.1	x	1.03	-2.2	1.2	101.3

Given as comma-separated lines: 3 of the compounds above
mol,APP 5'UTR act,APP transl inh,FLuc inh counter,STAT1 act,FLuc stim CS,ROMK mod,NF-kB expr up,STAT1 blocker,STAT3 blocker,STAT3 activator
CC1=NN(c2ccc(Br)cc2)C(=O)/C1=C/c1cccs1,1.1,-1.1,-0.7,86.5,1,x,1.48,15.1,-94.2,181.0*
O=C1CC(c2ccc(Cl)cc2)CC(O)=C1C=NCCN1CCNCC1 (configuration not stated),6.0,-6.0,-6.3,99.6,1.1,x,1.19,0.5,2.6,100.4
COCC(=O)Nc1nc2n(n1)C(c1ccc(OC)cc1)CC(c1ccc(OC)cc1)N2 (configuration not stated),1.2,-1.2,-6.0,98.4,1.1,-0.705,1.11,1.7,-2.2,107.4

(list continues)
Every second line gives: APP 5'UTR act	APP transl inh	FLuc inh counter	STAT1 act	FLuc stim CS	ROMK mod	NF-kB expr up	STAT1 blocker	STAT3 blocker	STAT3 activator
CC(=O)C1=C(O)C(=O)N(Cc2ccco2)C1c1cccc(F)c1 (configuration not stated)
  11.9	-11.9	-4.6	101.5	1	-0.03	1.09	0.1	4.9	100.1
CCCSc1nc(N2CCCC2)c2c(c1C#N)CC(C)(C)OC2
  -5.8	5.8	-10.3	97.1	1.1	-0.424	1.18	3.1	-2.2	104.5
CCOc1ccc2ccccc2c1CNc1nnnn1C
  5.2	-5.2	-7.3	106.2	1.1	1.08	1.22	-8.9	4.2	104.1
CCN(CC)c1ccc(C(=O)N2CCN(Cc3ccccc3)CC2)cc1
  -28.7	28.7	5.6	99.0	0.9	-0.513	1.2	1.1	-6.6	105.6
COc1ccc(OC)c(-c2csc(NC(=O)CSc3ccccc3)n2)c1
  -5.5	5.5	-8.0	102.7	1.1	0.327	1.1	-3.1	4.4	99.5
Cc1ccc(C(=O)OCC(=O)NCc2ccco2)cc1
  21.7	-21.7	-2.0	100.2	1	-0.111	1.15	4.4	-6.4	106.4
CCc1cc2c(=O)c(-c3ccc(F)cc3)c(C)oc2cc1OCC(=O)O
  10.1	-10.1	-3.4	95.1	1	0.197	0.99	2.1	14.9	91.4
Cc1cccn2cc(CCNC(=O)c3ccco3)nc12
  0.1	-0.1	-7.1	109.4	1.1	x	1.05	-10.4	14.9	94.5
Cc1ccccc1C(=O)N1CCN(c2ccc(NC(=O)c3ccccc3[N+](=O)[O-])cc2)CC1
  -5.1	5.1	-8.3	110.5	1.1	-0.692	1.01	-11.4	-3.7	108.5
CC(C)CCNCC1OCc2ccccc2CO1
  -3.8	3.8	-4.1	103.4	1	x	0.9	-3.7	-6.7	108.7
O=C(O)CSC1CC(=O)N(c2cccc(Cl)c2)C1=O (configuration not stated)
  85.5	-49.5	4.6	103.3	1	0.0645	1.04	-4.7	0.1	105.5
Cc1ccc(C2C(C#N)=C(N)Oc3n[nH]c(-c4cccs4)c32)cc1 (configuration not stated)
  -41.4	41.4	0.7	98.4	1	0.0954	0.96	6.0	-0.4	103.1
CC(=O)c1cccc(NC(=O)N[C@@H](CC(C)C)C(=O)O)c1
  4.6	-4.6	-7.1	99.3	1.1	-0.0879	1.18	0.8	4.6	98.2
C=CCC1C=C(Cc2ccccc2)CC(CC=C)N1 (configuration not stated)
  1.8	-1.8	-4.0	97.3	1	-1.51	0.85	2.5	2.2	103.1
Cc1c(C)n(C(=O)CN2CCN(c3ccccc3)CC2)c2ccccc12
  -10.3	10.3	-5.8	106.0	1.1	0.132	1.2	-6.6	11.5	90.5
Cc1ccc(NC(=O)NC(=O)COc2ccc(Cl)cc2Cl)c(C)c1
  11.0	-11.0	-5.0	104.1	1.1	x	1.16	-4.5	-6.0	104.7
